Compound activity: PubChem BioAssay, Broad Institute
RAD52 anneal inh: blocks human RAD52 DNA annealing. recombinant RAD52 DNA annealing, FRET fluorescence. inhibition, % at 18.7 µM. 0.46% of 360,000 active. P43351;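 active = every replicate showing at least 50% inhibition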
E-selectin induc: E-selectin induction on HUVECs; 0.37% of 260,000 active; P16581; AID 686992; HUVEC E-selectin immunofluorescence imaging; normalized: neutral wells 0, TNF-alpha wells 100; activation, % at 7.58 µM;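 active = mean E-selectin-positive cell signal at least 10% of the positive control, reached in at least 60% of replicates, without over 20% cell loss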;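 note: in these data hits start at about 27%; measured in HUVEC primary endothelial cells; signal is the percent of cells scored E-selectin positive by PE staining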
Target sequence (P16581 whole entry, looked up): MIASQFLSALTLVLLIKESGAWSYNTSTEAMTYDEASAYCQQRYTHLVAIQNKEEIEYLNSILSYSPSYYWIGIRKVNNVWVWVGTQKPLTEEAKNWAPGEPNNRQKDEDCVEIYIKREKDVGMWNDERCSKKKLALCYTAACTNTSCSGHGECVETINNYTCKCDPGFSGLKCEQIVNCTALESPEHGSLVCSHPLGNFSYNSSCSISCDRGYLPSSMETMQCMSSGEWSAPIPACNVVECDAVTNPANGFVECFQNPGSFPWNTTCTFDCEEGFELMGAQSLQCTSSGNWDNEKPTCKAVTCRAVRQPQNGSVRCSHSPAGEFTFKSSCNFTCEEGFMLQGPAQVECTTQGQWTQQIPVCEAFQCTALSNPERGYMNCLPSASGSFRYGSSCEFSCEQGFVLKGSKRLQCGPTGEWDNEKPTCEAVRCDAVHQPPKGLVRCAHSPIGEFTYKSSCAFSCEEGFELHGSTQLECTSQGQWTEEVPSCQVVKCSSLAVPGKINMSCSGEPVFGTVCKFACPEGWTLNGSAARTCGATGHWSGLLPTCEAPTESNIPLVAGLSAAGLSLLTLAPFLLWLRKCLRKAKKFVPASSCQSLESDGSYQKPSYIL
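Material: HUVEC primary endothelial cells; Amount: 3,000 cells per well; Dosing: single concentration; Medium: EGM-2 growth medium on 0.1% gelatin-coated wells; Read-out basis: percent E-selectin-positive cells; Signal: immunofluorescence imaging; Control set: TNF-alpha, DMSO.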
ERAP1 HTS inh: blocks human ERAP1 aminopeptidase activity; Q9NZ08; recombinant ERAP1, Leu-AMC fluorescence, 60 min; inhibition, % at 10.7 µM; 0.15% of 340,000 active;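 active = mean replicate inhibition of at least 30%, or all replicates individually reaching that 30% level; inactive = mean below 30% and not every replicate reaching it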;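 note: 0% = neutral control wells and 100% = L-leucinethiol positive control wells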
esBAF inh: blocks esBAF chromatin remodeling in mouse ES cells | reporter increase, % at 12.5 µM | Bmi1-luciferase knock-in reporter, 24 h; 100% = twice the neutral-well signal | 2% of 350,000 active; in the data active = activation above about 40%;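 note: 0% = median of the plate's neutral control wells and 100% = double that signal; a rise in the Bmi1 reporter signal indicates esBAF inhibition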
XiGFP reactiv: reactivates the inactive X chromosome in mouse fibroblasts; XiGFP mouse fibroblasts, % GFP-positive cells imaging, 3 d; cells co-treated with 5-aza-dC sensitizer; scaled so ellipticine positive control = 100%; activation, % at 7.58 µM; 0.055% of 360,000 active; AID 743238;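 active = mean normalized replicate activation at least 10% and every replicate at or above 10%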;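 note: 0% = median of on-plate neutral control wells and 100% = ellipticine 6 µM median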
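Assay system: SV40-immortalized XiGFP fibroblast cells, line 68-5-11; buffer or medium: DMEM plus 5-aza-dC sensitizer; compound: one concentration, pinned; timing: compounds 3 days, fix/stain 15 min at room temperature; benchmarks: positive control ellipticine, 6 µM final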
S100A4 inh HTS: S100A4-myosin IIA interaction inhibition; P26447; S100A4/TAMRA-MyoIIA peptide fluorescence polarization; inhibition, % at 10.7 µM; 0.14% of 360,000 active;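 active = mean inhibition of at least 70% across replicates, with every replicate also reaching that level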
Target sequence (P26447 whole entry, looked up): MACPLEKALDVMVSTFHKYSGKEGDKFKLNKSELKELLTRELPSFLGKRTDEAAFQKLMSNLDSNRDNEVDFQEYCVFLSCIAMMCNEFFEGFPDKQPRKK
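assay system = human S100A4 monomer with TAMRA-labelled myosin IIA peptide | also added = labelled myosin peptide probe, 5 nM | incubation = 5 min between mix addition and reading | control set = DMSO and TFP controls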
RAD54 branch: inhibitors of human RAD54 branch migration; AID 602329; RAD54 Holliday junction branch migration, FAM/BHQ fluorescence; inhibition, % at 10.4 µM; 0.14% of 360,000 active;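 active = mean normalized replicate activity at least 40 and at least half of replicates scoring 40 or more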;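 note: 0% = median of neutral control wells and 100% = median of positive control wells; inhibitors cause a drop in the FAM fluorescence signal; in these data hits start at about 50%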
ERp5 block: inhibitors of human ERp5. ERp5 insulin aggregation, absorbance 650 nm, 90 min. 0.05% of 350,000 active. Q15084. inhibition, % at 9.99 µM. AID 651711;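 active = mean replicate inhibition above about 25%, with every replicate also reaching it, limit read from the data, passing the limit was not always enough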
The depositor's hits bear a star; · = no result given; & = joins results of further samples. Hits appear at their usual frequency; 2.5% or so of the library scored in one or more.

SMILES	RAD52 anneal inh	E-selectin induc	ERAP1 HTS inh	esBAF inh	XiGFP reactiv	S100A4 inh HTS	RAD54 branch	ERp5 block
CCCNC(=O)C(Cc1ccccc1C)NC(=O)c1ccc(C(F)(F)F)cc1 (configuration not stated)	-3	-0.2	1	·	-0.1	0	-5	4
O=C(C[C@H]1C[C@H]2c3cc(NC(=O)CC4CC4)ccc3O[C@H]2[C@H](CO)O1)NCc1ccc(Cl)cc1	10	0.0	1	2	0.5	2	4	0
C[C@H]1CN([C@@H](C)CO)C(=O)c2cc(NC(=O)c3ccncc3)ccc2O[C@H]1CN(C)Cc1ccc(C(=O)O)cc1	8&-13	-0.1	2&-1	1&-5	0.3&-0.3	17&-2	0&-5	0&-2
CC(C)CC(NS(=O)(=O)OCC(Cl)(Cl)Cl)c1ccccc1 (configuration not stated)	18	-0.1	-2	-9	-0.1	1	5	-2
Cc1nn(CC(=O)NCCCN2C(C)CCCC2C)c(=O)c2cc3occc3n12 (configuration not stated)	-9	-0.1	3	-4	0.1	-1	-4	2
Cc1ccc(C(=O)C[n+]2cccc3cc(C)ccc32)cc1	-16	·	1	-6	0.0	-17	-23	2
O=C(Cn1cc([N+](=O)[O-])ccc1=O)NCc1ccc(Cl)cc1Cl	-32	-0.1	-5	·	0.4	1	3	-1
NC(=O)c1c(NC(=O)C2CC=CCC2C(=O)O)sc2c1CCCCC2 (configuration not stated)	-48	1.0	-12	1	0.0	-12	-8	3
COC(=O)C1=C(C(=O)OC)[C@@H]2N(C)c3ccc(OC)cc3[C@@]23C[C@@H](C(=O)OC)N(C(=O)COCc2ccccc2)C3=N1	-14	-0.1	-1	·	-0.1	1	·	6
COc1ccc(CCNC(=O)c2cccc(-n3cnnn3)c2)cc1	-14	0.4	-2	0	0.3	-3	3	0
N#C[C@H]1[C@H](c2ccc(C3=CCCCC3)cc2)[C@@H](CO)N1S(=O)(=O)c1cccc(F)c1	-5	-0.1	3	-8	0.0	-7	-2	1
COc1ccc(OC)c(NC(=S)N2CCN(C(=O)C3CCCO3)CC2)c1 (configuration not stated)	-9	·	1	7	0.3	-4	-9	0
COc1cc(OC)cc(C(=O)OCC(=O)N2CCCC2)c1	-8	·	-1	-14	0.0	-2	-1	3
COc1ccc(C2OCC3(CO2)SC(N)=NC3=O)cc1 (configuration not stated)	-9	·	-1	-12	·	1	-5	-1
COc1ccc(-c2ccc3c(c2)[C@@H]2C[C@H](N(C)S(=O)(=O)c4ccccc4)[C@H]([C@H](C)O)C(=O)N2CC3)cc1	-5	·	-4	1	0.0	-14	-11	1
CCCn1c(C)nc2c(c1=O)c1nc3ccccc3nc1n2-c1ccccc1	-9	·	·	-6	0.2	-7	-6	-2
CNC[C@@H]1Oc2ccc(NS(=O)(=O)c3ccc(Cl)cc3)cc2CC(=O)N([C@@H](C)CO)C[C@H]1C	12	0.0	0	0	-0.5	6	6	4
CCCNC(=O)C1(C)CCN1C(=O)C1(c2ccccc2)CC1 (configuration not stated)	-9	1.2	-2	-6	0.1	-22	-11	6
C[C@H](CO)N1C[C@H](C)[C@H](CN(C)Cc2ccc3c(c2)OCO3)Oc2ccc(NC(=O)C3CCCCC3)cc2C1=O	9	0.0	0	-4	0.2	-6	18	6
Cc1ccc(CN(C)C[C@H]2OCc3cnnn3CCCC(=O)N([C@H](C)CO)C[C@H]2C)cc1	4	0.1	3	6	-0.1	0	5	-1
COc1ccccc1NS(=O)(=O)c1cccc(C(=O)NCc2ccco2)c1	-19	-0.2	-3	·	0.1	0	-10	5
O=C(C[C@@H]1CC[C@H](NC(=O)c2ccccc2)[C@@H](CO)O1)NCc1ccc(Oc2ccccc2)cc1	14	1.0	-5	-2	-0.5	0	-7	1
C/C(=N/NS(=O)(=O)c1ccc(C)cc1)c1c(O)c2ccccc2oc1=O	-16	2.6	-2	4	0.0	-1	-10	3
Cc1ccccc1-c1cnc2c(c1)C(=O)N([C@@H](C)CO)C[C@@H](C)[C@@H](CN(C)C(=O)c1ccncc1)O2	4	-0.2	0	2	0.5	-11	-1	6
Cn1c(NNC(=O)C(c2ccccc2)c2ccccc2)cc(=O)n(C)c1=O	-15	0.0	2	-1	0.4	-3	8	1
O=C(Nc1ccc(Cl)c(Cl)c1)N[C@H]1CC[C@H](CCn2cc(C3CCCC3)nn2)O[C@H]1CO	3	0.0	0	·	-0.1	11	·	0
Cc1noc(C)c1S(=O)(=O)Nc1ccc2c(c1)C(=O)N([C@H](C)CO)C[C@@H](C)[C@@H](CN(C)C(=O)Nc1ccc3c(c1)OCO3)OCCCC[C@@H](C)O2	-6	-0.1	2	6	-1.1	-35	6	-2
O=C(NCCCn1ccnc1)c1ccc(S(=O)(=O)Nc2ccccc2)cc1	-10	-3.3	-2	·	0.2	-2	·	0
Cc1nc(SCC(=O)NCCc2ccccc2)c2c(=O)n(C)c(=O)n(C)c2n1	-4	0.0	-3	-3	-0.1	12	9	1
CC(C)CC(NC(=O)C1CCCN1C(=O)[C@@H](C)NC(=O)OCc1ccccc1)C(=O)NCC(N)=O (some centres not stated)	-11	0.4	-1	6	0.0	9	-2	1
Cc1cnccc1NC(=O)c1cccs1	-8	12	0	·	0.0	-1	·	-1
COc1cc(/C=C/C(=O)OCC(=O)c2c(N)n(C)c(=O)n(C)c2=O)ccc1O	-21	·	1	-5	0.3	2	-10	4
CC(C)(C)OC(=O)N1CCC(CNC(=O)c2ccccc2)CC1	-9	-0.3	-3	·	0.2	5	9	-1
CCc1nnc(NC(=O)CN2CCN(Cc3cccc(F)c3)CC2)s1	-19	-0.7	-4	3	0.1	2	3	-1
COc1ccc(OC)c(S(=O)(=O)Nc2cccc(-c3ccc4nncn4n3)c2)c1	-19	·	8	-3	0.0	5	11	-9
CC(=O)Nc1ccc(S(=O)(=O)N(C)CC(=O)NCCOc2ccccc2)cc1	-11	-0.5	0	3	0.0	-16	-7	-10
Nc1nccc(-c2ccc(-n3cnc4ccccc43)cc2)n1	-16	-0.1	-3	·	0.0	-4	·	-8
O=C(CCCOc1ccc(Cl)cc1Cl)NCCc1ccccn1	5	·	-3	-52	0.2	2	3	1
NC(=S)N/N=C/c1c(O)ccc2ccccc12	-43	·	1	-15	0.0	-2	·	0
O=C(O)C[C@@H]1C[C@@H]2c3cc(NC(=O)C4CCC4)ccc3O[C@@H]2[C@@H](CO)O1	11	-0.2	-1	4	0.0	52	-14	2
CCCNC(=O)N1CC2(CN(C(=O)CC)C2)c2c(n(C)c3cc(OC)ccc23)[C@@H]1CO	8	-0.2	1	·	0.3	0	·	-7
O=C(N/N=C\c1ccco1)c1cncc(Br)c1	-55	·	-1	·	0.1	-9	·	4
O=C(CSc1nc2c(cnn2-c2cccc(Cl)c2)c(=O)[nH]1)NCC1CCCO1 (configuration not stated)	-18	1.5	0	-15	0.0	1	4	·
Cc1ccc(S(=O)(=O)N2C[C@H]3C(=O)C[C@@H](c4ccc(Cl)cc4)N(S(=O)(=O)c4ccc(C)cc4)[C@H]3C[C@H]2c2cccc3ccccc23)cc1	-8	-0.2	-4	-8	-0.1	1	-2	1
COc1ccc(NC(=O)Nc2ccc3c(c2)CC(=O)N([C@H](C)CO)C[C@H](C)[C@H](CN(C)Cc2ccc4c(c2)OCO4)O3)cc1	1	0.0	4	-1	-0.2	-3	6	2
Cc1ccc(NC(=O)NC2C(NC(=O)Nc3ccc(C)cc3)N(C)C(=O)N2C)cc1 (configuration not stated)	2	·	2	-6	·	1	0	2
CC(=O)c1ccc(-c2nnc(CCC(=O)N(C)Cc3c(C)nc4ccccn34)o2)s1	-24	0.1	0	-2	0.0	0	2	3
Cc1ccc(S(=O)(=O)Nc2ccc3c(c2)C(=O)N([C@@H](C)CO)C[C@H](C)[C@@H](CN(C)Cc2ccc4c(c2)OCO4)OCCCC[C@H](C)O3)cc1	17	-0.2	-1	-2	0.3	0	5	0
Cc1ccc(NC(=O)c2ccc(S(=O)(=O)N3CCCC3)cc2)nc1	0	·	2	·	0.1	-3	·	-1
CCCc1cc(=O)oc2cc(C)cc(OCC(=O)NCC(O)c3ccccc3)c12 (configuration not stated)	-10	4.4	0	-6	0.0	-3	-3	0
CCCNC(=O)[C@@H]1[C@@H](CO)[C@@H]2Cn3c(ccc(-c4ccccc4F)c3=O)[C@H]1N2C(=O)CC	-4	-0.1	0	3	0.3	-11	-3	-2
Cc1cc(C)c2c(=O)n3c(nc2c1)C(C)NC(=O)c1cccnc1-3 (configuration not stated)	0	0.2	1	-4	0.3	-5	-2	2
COc1ccc2ccc(=O)oc2c1CC(=O)C(C)C	-9	·	15	-8	·	2	-17	-3
C[C@@H]1CN([C@H](C)CO)C(=O)c2cc(-c3cncnc3)cnc2O[C@H]1CN(C)CC1CCOCC1	-5	-0.8	3	-4	0.7	3	5	1
COc1cc(NC(=O)c2cccc(F)c2)ccc1NC(=O)c1cc2ccccc2o1	-3	0.2	12	-1	0.0	0	2	-1
COCC(=O)Nc1ccc2c(c1)C(=O)N(C)C[C@@H](OC)[C@H](C)CN(Cc1ccccc1OC)[C@H](C)CO2	1	-0.2	-3	2	0.0	1	-10	-5
Cc1ccc(S(=O)(=O)N2CCC(=O)N(C(COCc3cccc(C(F)(F)F)c3)Cc3ccccc3)CC2)cc1 (configuration not stated)	-3	-0.1	-1	-19	0.2	8	-5	4
CCOC(=O)c1ccc(NC(=O)NCc2c(C)nn(CC)c2C)cc1	-15	-0.1	-2	-1	0.0	1	-2	5
CCN(C(=O)COC(=O)CNC(=O)c1ccc(C)cc1)c1c(N)n(Cc2ccccc2)c(=O)[nH]c1=O	-8	-1.8	3	-9	-0.1	-2	-6	-5
Cc1csc(SCC(=O)NC(=O)NC(C)(C)C)n1	-4	·	4	·	0.2	1	·	-2

The list goes on.
SMILES	RAD52 anneal inh	E-selectin induc	ERAP1 HTS inh	esBAF inh	XiGFP reactiv	S100A4 inh HTS	RAD54 branch	ERp5 block
COc1ccc(S(=O)(=O)N(C)C[C@@H]2Oc3ncc(C#CC4(O)CCCC4)cc3C(=O)N([C@H](C)CO)C[C@@H]2C)cc1	12	0.1	0	5	-0.2	13	12	1
Cc1c(Cl)cccc1NC(=O)COC(=O)Cc1ccsc1	-16	-0.5	0	-6	0.3	-6	-7	0
O=C(NCC[C@@H]1CC[C@H](NC(=O)c2cnccn2)[C@H](CO)O1)Nc1ccc(Cl)cc1	21	-1.6	1	18	-0.3	5	4	-7
COc1cc(OC)c(NS(=O)(=O)c2coc(C(N)=O)c2)cc1Cl	-2	0.3	3	-5	0.0	-1	-4	3

Part of the list above, with values under each structure.
The line under a structure holds: RAD52 anneal inh, E-selectin induc, ERAP1 HTS inh, esBAF inh, XiGFP reactiv, S100A4 inh HTS, RAD54 branch, ERp5 block
CCCNC(=O)C(Cc1ccccc1C)NC(=O)c1ccc(C(F)(F)F)cc1 (configuration not stated)
    -3, -0.2, 1, ·, -0.1, 0, -5, 4
CC(C)CC(NS(=O)(=O)OCC(Cl)(Cl)Cl)c1ccccc1 (configuration not stated)
    18, -0.1, -2, -9, -0.1, 1, 5, -2
CCCNC(=O)N1CC2(CN(C(=O)CC)C2)c2c(n(C)c3cc(OC)ccc23)[C@@H]1CO
    8, -0.2, 1, ·, 0.3, 0, ·, -7
Cc1c(Cl)cccc1NC(=O)COC(=O)Cc1ccsc1
    -16, -0.5, 0, -6, 0.3, -6, -7, 0
Cc1noc(C)c1S(=O)(=O)Nc1ccc2c(c1)C(=O)N([C@H](C)CO)C[C@@H](C)[C@@H](CN(C)C(=O)Nc1ccc3c(c1)OCO3)OCCCC[C@@H](C)O2
    -6, -0.1, 2, 6, -1.1, -35, 6, -2
